Screening data (PubChem BioAssay)
VCAM1 TNFa inh = reduces TNF alpha induced VCAM1 expression in HUVEC; HUVEC TNFa-induced VCAM-1 immunofluorescence, high-content imaging; inhibition, % at 2 µM; actives 0.48% (n = 95,000); AID 802;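 active = inhibition above the batch mean plus 3 SD, with images confirmed as a hit by eye, cut at about 37% in these data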;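 also: 0% = TNF-stimulated DMSO wells and 100% = unstimulated control wells; not every result past the cut was called active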
cytoskel mod = alters cytoskeleton assembly in HUVEC cells; HUVEC TNFa F-actin phalloidin imaging, high content; inhibition, % at 2 µM; actives 0.18% (n = 91,000); AID 836;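 active = inhibition above the batch mean plus 3 SD and confirmed as a hit by visual image inspection, cut at about 30% in these data, passing the limit was not always enough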; also: strong numbers were not always called active
Ecoli WT expand = growth inhibitors of E. coli BW25113 wild type. OD600 absorbance. growth inhibition, % at 100 µM. actives 0.15% (n = 98,000);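 active = growth inhibition above about 50% at one test dose, limit read from the data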;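 also: growth measured after 20 h incubation at 37 °C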
HUVEC tox IL1B = HUVEC cytotoxicity counter-screen, IL-1B stimulated; cell count reduction, % at 2 µM; HUVEC cell count loss, Hoechst imaging; actives 0.41% (n = 94,000);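 active = cell count reduction more than 3 SD above the screen-wide mean, cut at about 70% in these data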;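 also: normalized per plate to untreated control cells as the no-loss baseline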
sEH inh = blocks human soluble epoxide hydrolase activity; P34913; recombinant human sEH enzymatic activity assay; inhibition, % at 2 µM; actives 0.34% (n = 91,000); AID 707; in the data active = inhibition above about 80%; also: values of inactives mirror those of a sister screen read the other way; many of its hits are not listed in these tables
Target sequence (P34913 whole entry, looked up): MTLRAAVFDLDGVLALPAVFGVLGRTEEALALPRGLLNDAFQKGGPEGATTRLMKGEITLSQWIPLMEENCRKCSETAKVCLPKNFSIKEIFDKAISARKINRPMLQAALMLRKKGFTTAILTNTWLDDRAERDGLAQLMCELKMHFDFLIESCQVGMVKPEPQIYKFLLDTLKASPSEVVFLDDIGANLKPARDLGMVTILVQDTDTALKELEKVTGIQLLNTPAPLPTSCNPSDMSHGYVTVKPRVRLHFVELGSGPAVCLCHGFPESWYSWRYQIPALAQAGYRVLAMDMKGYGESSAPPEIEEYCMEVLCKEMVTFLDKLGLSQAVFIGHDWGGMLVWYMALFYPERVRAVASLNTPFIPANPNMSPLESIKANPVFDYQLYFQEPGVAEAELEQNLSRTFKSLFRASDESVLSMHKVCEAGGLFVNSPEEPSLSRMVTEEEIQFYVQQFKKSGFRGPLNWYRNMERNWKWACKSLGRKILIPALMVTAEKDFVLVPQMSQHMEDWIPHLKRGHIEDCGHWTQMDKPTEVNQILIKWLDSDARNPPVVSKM
hDAT+cocaine = changed human dopamine transporter uptake under cocaine IC80; Q01959; actives 1.3% (n = 110,000); B-score at 10 µM; LLC-PK1 hDAT cells, [14C]-dopamine uptake with cocaine IC80; actives deviate in either direction;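 active = Z score or B-score, a plate-position-corrected score, falls beyond the plate's 99.7% confidence bounds, in either direction; inactive = both scores lie inside the 99.7% bounds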;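 also: scored against the spread of the other compound wells on the same plate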
Plk1 PBD FP = blocks phosphopeptide binding to human Plk1 polo box domain; Plk1 PBD phosphopeptide binding, fluorescence polarization; inhibition, %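 (tested at about 20 µM)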; actives 0.13% (n = 97,000); AID 693; in the data active = inhibition above about 34%, passing the limit was not always enough
HUVEC tox TNFa = toxic to HUVEC cells under TNF alpha stimulation | HUVEC TNFalpha-stimulated, Hoechst cell count, imaging | cell count reduction, % at 2 µM | actives 0.17% (n = 93,000);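 active = cell count reduction exceeding the screen mean by over 5 SD, scaled to untreated wells per plate, cut at about 78% in these data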;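 also: cells counted after 24 h of TNF alpha exposure following the 1 h pretreatment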
PLK1 inh = blocks human PLK1 kinase activity. P53350. recombinant PLK1 kinase, TR-FRET peptide phosphorylation. inhibition, % at 10 µM. actives 0.53% (n = 97,000). AID 619;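 active = inhibition of 50% or more in the single-concentration screen; inactive = inhibition below 50%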;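 also: 0% = DMSO max control and 100% = H-89 dihydrochloride min control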
* marks the source's active call; other numbers are inactive results; nt = not tested or not shown.

SMILES	VCAM1 TNFa inh	cytoskel mod	Ecoli WT expand	HUVEC tox IL1B	sEH inh	hDAT+cocaine	Plk1 PBD FP	HUVEC tox TNFa	PLK1 inh
Cc1ccc(NC(=O)CCC(=O)NNC(=O)c2ccco2)cc1C	13	0	6	-35	6	-0.21	-18	-5	0
Cc1cccc(C(=O)OCc2cc3ccccc3[nH]c2=O)c1	-18	-12	-11	3	-2	-0.58	11	13	-6
Cc1ccc(S(=O)(=O)c2c(C)cc(C)nc2Cl)c(C)c1	0	6	-5	-6	6	-0.88	-42	-7	-11
CCCOc1ccc(-c2nn(-c3ccccc3)cc2/C=C2\SC(=S)N(C3CCS(=O)(=O)C3)C2=O)cc1 (stereo unspecified)	-10	28	-26	3	-7	-0.097	-6	12	-12
CC1CCCN(C(=O)Cn2cnc3c2c(=O)n(C)c(=O)n3C)C1 (stereo unspecified)	-8	-6	-8	-13	-1	-0.72	-13	10	-8
COc1ccc(NC(=O)CSc2nnc(-c3ccccn3)n2N)c(OC)c1	17	-5	5	17	-5	1.3	26	-18	-2
Cc1ccc2cccc(Oc3nnnn3-c3ccccc3)c2n1	10	-7	5	0	9	-0.33	-18	-26	-6
COCCN(CC(=O)NCc1ccc(OC)cc1)C(=O)CCC(=O)Nc1nccs1	-4	5	4	1	-1	-0.01	10	-13	-4
Cc1nc2sc(C(c3cccs3)N3CC(C)CC(C)C3)c(O)n2n1 (stereo unspecified)	2	-30	4	14	1	-0.018	-3	40	-6
O=C(Cn1c(CN2CCCCC2)nc2ccccc2c1=O)NCc1ccco1	8	6	8	-11	-5	0.34	-11	-13	-10
O=C(NC1CCCCC1)C(c1ccco1)N(Cc1cccnc1)C(=O)C1COc2ccccc2O1 (stereo unspecified)	0	-8	-1	-6	8	1	7	-8	-11
COc1ccc(OC)c(Nc2nc(C3CC3)nc3c2nnn3Cc2ccccc2)c1	24	18	-11	-10	-4	nt	-13	-18	-18
O=C(NCc1ccco1)C12CN(Cc3ccccc3)CC1C(c1ccc([N+](=O)[O-])cc1)=NO2 (stereo unspecified)	4	1	-8	21	-15	-0.79	-7	-14	-14
Cc1c(NC(=O)CSc2nnnn2Cc2ccccc2)c(=O)n(-c2ccccc2)n1C	8	-17	-2	-38	-3	0.8	-5	-4	-11
COc1cc(C2=NOC(C(=O)NCc3ccccn3)C2)cc(OC)c1OC (stereo unspecified)	-3	-12	-6	-17	-6	-0.34	10	-10	-7
CC(C)COC(=O)Nc1ccc(C(=O)O)cc1	12	13	-9	-16	6	0.053	12	-2	-5
COc1ccc(CC(=O)Nc2ccc3c(c2)CCC3)cc1S(=O)(=O)N1CCOCC1	-5	-6	-6	4	74	1.6	0	-21	-5
CCCS(=O)(=O)N1CCN(C(=O)COc2ccc(OC)cc2)CC1	-14	2	-6	-85	-5	-0.52	-27	-19	-8
COc1ccc(NC(=O)OCC(C)C)cc1OC	11	-24	2	-6	7	0.95	8	7	-4
CCOC(=O)CSc1nc(-c2ccncc2)ccc1C#N	6	-18	3	28	nt	-0.083	-31	68	-8

4 successive compounds out of the list so far, for reference:
SMILES	VCAM1 TNFa inh	cytoskel mod	Ecoli WT expand	HUVEC tox IL1B	sEH inh	hDAT+cocaine	Plk1 PBD FP	HUVEC tox TNFa	PLK1 inh
COc1ccc(CC(=O)Nc2ccc3c(c2)CCC3)cc1S(=O)(=O)N1CCOCC1	-5	-6	-6	4	74	1.6	0	-21	-5
CCCS(=O)(=O)N1CCN(C(=O)COc2ccc(OC)cc2)CC1	-14	2	-6	-85	-5	-0.52	-27	-19	-8
COc1ccc(NC(=O)OCC(C)C)cc1OC	11	-24	2	-6	7	0.95	8	7	-4
CCOC(=O)CSc1nc(-c2ccncc2)ccc1C#N	6	-18	3	28	nt	-0.083	-31	68	-8

(list continues)
SMILES	VCAM1 TNFa inh	cytoskel mod	Ecoli WT expand	HUVEC tox IL1B	sEH inh	hDAT+cocaine	Plk1 PBD FP	HUVEC tox TNFa	PLK1 inh
O=C(CSc1nnc(-c2cccs2)o1)N1CCOCC1	12	-5	4	1	-4	0.43	27	8	-9
CC(C)(C)NC(=O)Cn1c(SCC(=O)Nc2nccs2)nc2ccccc21	6	11	nt	-25	23	0.59	-9	-10	21
Cc1ccccc1NC(=O)Cn1nnc(-c2ccc(N3CCOCC3)cc2)n1	0	-6	-4	1	-14	-1.6	0	20	-14
Cc1ccc(-c2nnc3n2N=C(c2ccccc2Br)CS3)cc1	4	-13	-2	-27	10	1.4	10	-14	-10
CCCCOC(=O)CCc1nc2ccccc2[nH]c1=O	4	nt	-2	-9	-5	0.31	-7	-69	-2
CCN(CCCNC(=O)CCn1c(=O)[nH]c2ccccc2c1=O)c1cccc(C)c1	-12	6	-1	17	-2	0.064	2	16	-3
Cc1cc(C(=O)NCCCN2CCCC2=O)no1	11	4	2	5	-4	-1.9	-25	-9	1
CC(C)CC(NS(=O)(=O)c1ccccc1)C(=O)O (stereo unspecified)	5	nt	2	9	4	-0.49	-4	-16	-16
COc1nc(N/N=C/c2cc3c(cc2Br)OCO3)nc(N2CCOCC2)n1	24	-6	0	nt	10	1.2	14	-12	-10
Cc1cc(C)c2[nH]c(=O)c(C(c3nnnn3C(C)(C)C)N(Cc3ccco3)CC3CCCO3)cc2c1 (stereo unspecified)	15	-9	-5	0	12	0.53	-23	8	-13
O=C(Cn1cnc2ccccc2c1=O)N1CCN(Cc2ccccc2)CC1	5	7	1	-7	-2	0.00099	-15	-20	-12
CC(C)C12CN3CC(C(C)C)(CN(C1)C3c1ccc3c(c1)OCO3)C2=O (stereo unspecified)	6	12	0	-45	6	0.45	-7	-35	-9
COc1ccc(C(=O)COC(=O)CN2CC(=O)Oc3ccccc32)cc1Br	7	8	8	-9	1	0.56	-6	-11	-14
CCN(CC)S(=O)(=O)c1cccc(-c2nnc(SCC(N)=O)n2CCc2ccccc2)c1	0	0	-13	-3	-10	-0.86	-5	-10	-8
O=c1c2c3c(sc2nc2sc(CN4CCOCC4)cn12)CCCC3	20	-2	-5	-11	4	-0.43	17	-8	-1
O=C(c1ccc(Br)cc1)C1CCc2occc2C1=O (stereo unspecified)	-2	-27	10	16	-4	-0.45	2	-2	1
CCc1nc(N2CCOCC2)c(C#N)c2c1CCCC2	11	28	7	38	-15	1.5	-5	34	-8
CCc1nnc(NC(=O)CSc2ncnc3c2oc2ccccc23)s1	19	-9	0	-1	5	-1.1	9	-17	-46
CC(=O)N1CCN2C(=O)C1CCCC(=O)c1cc(C)ccc12 (stereo unspecified)	-10	-5	nt	-36	2	-1.1	5	nt	-7
COc1ccc(-c2cc(C(F)(F)F)nc(SCC(=O)Nc3cc(C)on3)n2)cc1OC	2	58	-4	-36	-2	-0.34	-8	-18	-8

SMILES	VCAM1 TNFa inh	cytoskel mod	Ecoli WT expand	HUVEC tox IL1B	sEH inh	hDAT+cocaine	Plk1 PBD FP	HUVEC tox TNFa	PLK1 inh
Cc1ccc(NC(=O)c2cc(-c3cccs3)on2)cc1	7	nt	1	-2	-2	-0.34	-8	9	-8
CC(=O)N(c1ccc(Br)cc1)C1C=CS(=O)(=O)C1 (stereo unspecified)	1	-6	2	-15	-1	-0.46	-18	-12	-6
N/C(=N\c1nc2ccccc2o1)NC(=O)C(Cc1ccccc1)N1C(=O)c2ccccc2C1=O (stereo unspecified)	3	-1	-10	-6	nt	-0.19	0	-20	3
CCc1nc(N)c(C#N)c(-c2ccc(O)c(OC)c2)c1C	6	-13	0	-2	12	0.025	-24	-19	-4
Cc1ccc(C(=O)NCC(=O)OCC(=O)c2c(N)n(C)c(=O)n(C)c2=O)s1	9	0	10	-3	8	nt	37	-8	-3
O=C1c2ccccc2NC2(CCCCC2)N1c1ccc(O)cc1	1	5	-4	-28	9	0.41	-30	-4	-8
COc1ccc(C2=C(O)C(C)N(c3ccccc3)C2=N)cc1OC (stereo unspecified)	-15	-6	3	-2	7	0.18	-13	-24	-4
C/C(N)=C(/C#N)C(=O)COC(=O)CC1CCCC1	12	-39	nt	-5	-1	0.38	12	8	5
Cc1c(N2C(=O)c3cccc4cccc(c34)C2=O)c(=O)n(-c2ccccc2)n1C	-1	4	10	-31	8	0.57	-28	-15	-3
CCOc1ccc(OCc2ccc(C(=O)N3CCc4ccccc4C3)o2)cc1	6	9	24	12	5	1.3	11	10	-7
CCOC(=O)N1CCN(S(=O)(=O)c2ccc(C)cc2)C1c1ccc(OC)cc1 (stereo unspecified)	12	-16	-4	4	7	nt	-29	6	-1
Cc1ccccc1NC(=O)CSc1nc(N2CCCCC2)nc(N2CCCCC2)n1	-4	-4	5	-10	9	-1.4	27	-2	8
COc1cc(S(=O)(=O)N2CCN(C(=O)c3ccccc3F)CC2)c(OC)cc1NC(C)=O	-26	6	-3	36	-17	0.49	12	-10	-15
O=C1C(=C2CCCCC2)SC(=S)N1Cc1ccco1	4	0	-8	15	-12	-0.56	-4	16	-6
Cc1ccc(C)c2c1[nH]c1ccccc12	-15	nt	23	8	-3	0.55	-12	-22	3
O=C(NCC1COc2ccccc2O1)C1CCC(CNc2c(N3CCCCC3)c(=O)c2=O)CC1 (stereo unspecified)	24	-5	6	-1	77	0.7	4	-6	-8
Cc1cc(/C=C(\C#N)C(=O)OCC(=O)NC(=O)NC(C)(C)C)c(C)n1CCC(C)C	-18	-9	-14	15	-13	-0.047	3	22	-7
O=C(NCc1cccc(Cl)c1)c1cccnc1	1	0	8	-36	15	-0.074	-15	-19	-9
Cc1cc(C)c(C(N)=O)c(SCC(=O)c2ccc(Cl)cc2)n1	2	30	-7	-19	0	-1.3	-19	-10	1
COC(=O)CCN1CCC(C(N)=O)CC1	-17	3	8	32	-17	-0.57	14	16	-20

SMILES	VCAM1 TNFa inh	cytoskel mod	Ecoli WT expand	HUVEC tox IL1B	sEH inh	hDAT+cocaine	Plk1 PBD FP	HUVEC tox TNFa	PLK1 inh
CCCCC(=O)Nc1ccc(N2CCCC2)cc1	3	-17	nt	-17	18	0.41	-3	-9	-2
Cc1cc(NC(=O)c2cc(-c3ccc(C)s3)nc3ccccc23)no1	-4	10	-4	10	nt	0.13	-10	-22	-12
O=C(OCC(=O)N1CCCC1)c1ccco1	4	-9	-6	-28	-35	-1.3	2	-17	-8
O=C(NCCc1ccc(Cl)cc1)C1CC(=O)N(C2CCCCC2)C1 (stereo unspecified)	-2	2	nt	-4	-8	-0.68	17	-12	-18
CCOC(=O)CC(NC(=O)c1ccco1)c1ccc(OC)cc1 (stereo unspecified)	7	-24	1	17	-9	-0.09	-37	-25	-9
CN1CCN(S(=O)(=O)c2ccc(NC(=S)NC(=O)c3ccccc3)cc2)CC1	6	-2	-3	15	-3	0.031	1	-6	-5
COc1ccc2c(c1)c(=O)oc1cc(OCC(=O)N3CCC(C)CC3)ccc12	-12	-10	-1	-14	-4	-0.26	5	-10	-13
CC1(C(=O)Nc2nnc(SCc3ccccc3)s2)Cc2ccccc2C(=O)O1 (stereo unspecified)	-9	nt	2	-18	4	-0.2	-17	22	6
CSCCC(NC(=O)c1ccco1)C(=O)OC(C)C(=O)NC(=O)NC1CCCCC1 (stereo unspecified)	15	3	-19	-14	16	-0.031	-1	0	4
Cc1ccc(N2CC(C(=O)Nc3ccc(S(=O)(=O)N4CCCC4)cc3)CC2=O)cc1 (stereo unspecified)	1	16	-4	-5	-7	1.2	1	-17	-6
COc1cc(C(=O)N2CCC(NC(=O)C(Cc3ccc(C)cc3)NC(C)=O)CC2)cc(OC)c1OC (stereo unspecified)	2	22	-3	-18	-2	-0.056	-5	-26	-5
Clc1ccc(Sc2cc(N3CCOCC3)nc(-c3ccccc3)n2)cc1	2	-5	-3	0	-18	-0.34	9	-4	-7
Cc1ccc(NC(=O)CS(=O)CC(=O)N(c2ccc(C)cc2)C(C)C(=O)NC2CCCCC2)cc1 (stereo unspecified)	13	6	nt	-33	-8	2	0	-3	11
Cn1c(=O)c2c(nc(SCCN3CCOCC3)n2Cc2ccccc2Cl)n(C)c1=O	2	8	-5	-4	-14	1.1	3	-4	-19
